High-throughput results as filed in PubChem BioAssay.
rTrxR1 inhibitor: blocks rat thioredoxin reductase 1. recombinant rTrxR1, NADPH fluorescence consumption, selenite substrate. O89049. 390,000 tested, 1% active. AID 588453. Potency, µM (doses to about 114 µM), for inactives: top-dose activity change, negative = inhibition, usual class: inhibitors; note: % is set by controls: 0 for no effect and ±100 for the full control effect; nearly all actives have a fitted effect of over 65% in size
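Rat TrxR1 (90 nM in the dispensed reagent) was pre-reduced with 400 uM NADPH for 5 min at room temperature, then incubated with compound for 15 min. After 400 uM selenite was added, NADPH fluorescence (Ex 340/Em 450 nm) was followed for 8 min.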
GLS inh: blocks human kidney-isoform glutaminase activity | O94925 | GLS enzymatic activity, qHTS titration | Potency, µM (top dose mostly 45.5 µM), without a hit: top-dose activity change, negative = inhibition, usual class: inhibitors | 410,000 tested, 0.21% active; note: % is set by controls: 0 for no effect and ±100 for the full control effect
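Coupled fluorescence readout: glutamate oxidase/HRP/Amplex Red detect glutamate formed by hKGA from L-glutamine (1 mM solution added). Buffer 45 mM KH2PO4 pH 8.2, 0.02% Tween-20; reads at t0 and 30 min RT.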
ERG Ets-DNA blk: ERG Ets/DNA interaction inhibition; fluorescence polarization, His-ERG Ets domain / labelled DNA; Potency, µM (doses to about 76.9 µM), inactives show at the top dose FP activity, negative = inhibition, actives largely listed as inhibitors; 370,000 tested, 0.028% active; AID 624246; active = well fitted inhibition curve with a large enough effect in the polarisation, with a control signal flat; inconclusive = small, poorly fitted or top-dose-only effect, or effect the other way, or a change in a side signal; inactive = no such curve, though single readings can be large or run the other way; the % refers to the polarisation;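 note: polarization taken with two DNA probes labelled with fluorescein and Texas red; % of control where 0% means no effect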
Target sequence (P11308 whole entry, looked up, the tested form may be a part): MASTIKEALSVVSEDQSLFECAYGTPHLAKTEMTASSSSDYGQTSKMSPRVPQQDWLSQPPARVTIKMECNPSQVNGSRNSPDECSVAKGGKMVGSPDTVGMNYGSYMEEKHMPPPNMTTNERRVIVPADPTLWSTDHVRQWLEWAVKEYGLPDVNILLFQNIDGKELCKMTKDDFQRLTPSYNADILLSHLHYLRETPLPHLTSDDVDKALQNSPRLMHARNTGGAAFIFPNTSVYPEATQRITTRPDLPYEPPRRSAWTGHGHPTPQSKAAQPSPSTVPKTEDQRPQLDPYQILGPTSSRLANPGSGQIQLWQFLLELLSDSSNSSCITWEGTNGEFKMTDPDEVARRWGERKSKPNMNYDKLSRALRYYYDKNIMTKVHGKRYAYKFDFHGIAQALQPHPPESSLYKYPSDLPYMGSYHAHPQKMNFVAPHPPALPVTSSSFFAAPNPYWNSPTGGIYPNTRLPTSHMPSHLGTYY
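His-tagged ERG Ets domain (1 uM in the protein solution; 300mM KCl, 50mM Tris-HCl, 1mM EDTA, 1mM DTT, pH 7.5) received compound, then a probe mix of 5 nM fluorescein-DNA and 100nM Texas-615-DNA. Fluorescence polarization was read for both dyes.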
Pin1 inh: human Pin1 inhibition; Pin1 FP peptide displacement, HiFluor488, 10 min; Q13526; 390,000 tested, 0.009% active; Potency, µM (top dose mostly 115 µM), for inactives: top-dose activity, negative = inhibition, usual class: inhibitors; AID 504891; active = well fitted inhibition curve with a large enough effect in the polarisation, with a control signal flat, not every such curve was filed as active; inconclusive = small, poorly fitted or top-dose-only effect, or effect the other way, or a change in a side signal; inactive = no such curve, though single readings can be large or run the other way; the % refers to the polarisation; note: % is set by controls: 0 for no effect and ±100 for the full control effect
Target sequence (Q13526 whole entry, looked up): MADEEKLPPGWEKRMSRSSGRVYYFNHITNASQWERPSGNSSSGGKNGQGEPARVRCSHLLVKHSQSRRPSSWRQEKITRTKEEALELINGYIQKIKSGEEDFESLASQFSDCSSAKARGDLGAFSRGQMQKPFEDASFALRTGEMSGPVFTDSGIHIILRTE
RGS4 inh: blocks human RGS4-accelerated GTP hydrolysis; P49798; Transcreener GDP fluorescence polarization, RGS4-accelerated GTP hydrolysis; Potency, µM (titrated, usually from 114 µM), without a hit: at the top dose activity change, negative = inhibition, actives largely listed as inhibitors; 390,000 tested, 0.039% active; AID 504845; note: % is set by controls: 0 for no effect and ±100 for the full control effect; nearly all actives have a fitted effect of over 75% in size; some results filed as inactive show a strong effect at the top dose
Target sequence (P49798 whole entry, looked up): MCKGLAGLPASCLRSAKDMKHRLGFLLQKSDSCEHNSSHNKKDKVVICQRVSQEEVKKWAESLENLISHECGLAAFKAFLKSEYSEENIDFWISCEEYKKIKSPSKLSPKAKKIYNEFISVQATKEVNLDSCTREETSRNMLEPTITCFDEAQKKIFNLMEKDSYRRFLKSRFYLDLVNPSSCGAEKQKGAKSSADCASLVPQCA
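MLSMR compounds (23 nl, pin-transferred) preincubated 10 min at room temperature with a 500nM (2x) first reagent, then RGS4 at 900nM (2x) plus Transcreener GDP mix added; fluorescence polarization (620/688 nm) read before and after 90 min at 30 °C.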
JMJD2A Tudor inh: JMJD2A Tudor domain (human) inhibition; O75164; AlphaScreen JMJD2A-Tudor / H3K4me3 peptide binding; Potency, µM (titrated, usually from 114 µM), for inactives: top-dose activity change, negative = inhibition, hits mostly inhibitors; 390,000 tested, 4.4% active; AID 504339; note: % is set by controls: 0 for no effect and ±100 for the full control effect; nearly all actives have a fitted effect of over 50% in size
ALOX12 inh: blocks human arachidonate 12S-lipoxygenase. purified 12hLO, xylenol orange hydroperoxide absorbance. Potency, µM (doses to about 108 µM), for the others: at the highest dose activity change, negative = inhibition, most hits filed as inhibitors. 580,000 tested, 1.1% active. AID 1671190; note: % is set by controls: 0 for no effect and ±100 for the full control effect
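Purified human 12hLO at 150 nM in 25 mM Hepes, 0.01% Triton X-100, pH 7.0, preincubated 15 min at room temperature with compound. Reaction started with 40 uM arachidonic acid, 30 min at room temperature. Hydroperoxide measured by Fe-xylenol orange, 573/405 nm absorbance ratio.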
Tb PGK inh: blocks T. brucei phosphoglycerate kinase. PGK/GAPDH coupled, Kinase-Glo luminescence, 60 min. Potency, µM (top dose mostly 57.5 µM), for the others: at the highest dose activity change, negative = inhibition, hits mostly inhibitors. 380,000 tested, 0.043% active; note: % is set by controls: 0 for no effect and ±100 for the full control effect; nearly all actives have a fitted effect of over 60% in size
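Recombinant glycosomal PGK reaction used 1,3-bisphosphoglycerate generated in-well by GAPDH (100nM final) in 100mM TEA pH 7.6, 5mM MgCl2, 0.01% Tween-20. After 60 minutes at room temperature, ATP was read by Kinase-Glo Plus luminescence end-point.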
HP1b binding inh: inhibitors of HP1-beta chromodomain binding to methylated histone tails | AlphaScreen HP1-beta / biotin-H3K9me3 peptide binding | Potency, µM (doses to about 114 µM), without a hit: at the top dose activity change, negative = inhibition, hits mostly inhibitors | 390,000 tested, 0.56% active | P83916; note: nearly all actives have a fitted effect of over 70% in size; inactives centre near 23
Target sequence (P83916 whole entry, looked up): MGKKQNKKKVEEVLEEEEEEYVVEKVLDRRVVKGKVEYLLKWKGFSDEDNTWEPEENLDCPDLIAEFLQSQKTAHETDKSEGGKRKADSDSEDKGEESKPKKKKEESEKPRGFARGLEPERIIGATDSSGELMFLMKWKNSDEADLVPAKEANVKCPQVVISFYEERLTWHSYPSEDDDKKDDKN
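Compound inhibition of the preformed complex between 50 nM HP1-beta and 50 nM biotinylated H3K9me3 peptide was read by AlphaScreen. Buffer was PBS pH 7.4 with 0.01% Tween-20. Incubations ran 30 min at room temperature, with 10 ug/mL donor/acceptor beads.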
Starred values were filed as active, the others as inactive; i = inactive; u = inconclusive; x = not tested or not shown; [ ] = another dose, or the depositor's remark. Unless noted, calls come from the whole dose curve; as a rule, active = well fitted curve in the direction sought with a large enough effect; inconclusive = small, poorly fitted or top-dose-only effect, or another doubt; inactive = no such curve, though single readings can be large; an effect the other way counts as inactive or inconclusive. Potency is the fitted concentration of half-maximal effect. An excerpt, so the mix of outcomes need not match the whole.

mol	rTrxR1 inhibitor	GLS inh	ERG Ets-DNA blk	Pin1 inh	RGS4 inh	JMJD2A Tudor inh	ALOX12 inh	Tb PGK inh	HP1b binding inh
Cc1ccc(NC(=O)CN2C(=O)NC(C)(C)C2=O)cc1S(=O)(=O)N1CCCCCC1	12%	-1%	-14%	2%	-7%	-13%	1%	0%	16%
CC(=O)c1c(N2CCN(c3ccccc3)CC2)nc(=S)n(-c2ccccc2)c1C	-4%[57.1 µM]	29%	5%	24%	-7%	-32%	u	-8%	0%
COc1ccc(C2=NN(CC(=O)NCc3ccco3)C(=O)CC2)cc1	-30%	-11%	-7%	-1%	1%	-11%	24%	-5%	30%
Cc1cc(C(=O)NCCc2ccc(Cl)cc2)c(C)o1	0%	0%	-11%	-2%	1%	-28%	8%	i	15%
C=CCOc1c(Cl)cc(CNc2ccc(N(C)C)cc2)cc1OC	u	49%[activator]	-21%	4%	u	18µM*	u	-2%	16µM*
COc1ccc(OCCn2c(=N)n(CCO)c3ccccc32)cc1	9%	2%	-2%	0%	1%	-22%	0%	2%	25%
COc1cccc(OCc2cc(C3Nc4ccccc4C(=O)N3Cc3ccco3)ccc2OC)c1 (stereo not given)	u	10%	0%	56%[activator]	-18%	-30%	-26%	-9%	12%
COc1ccc(CCNC(=O)Cn2c(=O)oc3ccccc32)cc1OC	15%[57.1 µM]	3%	-1%	-3%	6%	7%	0%	-8%	8%
CCN(CC)C(=O)C1=C(C)NC(=S)NC1c1cccs1 (stereo not given)	6%	-1%	-15%	-2%	-24%	-16%	u	-8%	13%
O=C(N=C1SC2CS(=O)(=O)CC2N1c1cc(Cl)ccc1Cl)C1CCCO1 (stereo not given)	10%	-7%	-1%	-2%	17%	-2%	-2%	7%	21%
NC(=O)N/N=C/c1ccc(N2CCOCC2)s1	-33%	35%[activator]	8%	u	1%	-23%	-18%	i	9%
CCOC(=O)C1=C(CNCc2ccc(F)cc2)NC(=O)NC1c1cccc([N+](=O)[O-])c1 (stereo not given)	2%	-6%	10%	3%	u	-19%	22%	-1%	29%
Cc1cc(C)cc(NC(=O)C(OC(=O)C2=COCCO2)c2ccccc2)c1 (stereo not given)	12%	5%	-1%	0%	25%	-14%	-16%	3%	14%
COc1ccc(C(CNC(=O)Cc2c(F)cccc2Cl)N2CCCCC2)cc1 (stereo not given)	26%	-3%	4%	-8%	8%	-10%	11%	3%	41%[activator]
CCC(Cc1ccccc1)NC(=O)c1oc(=O)c2ccccc2c1-c1ccccc1 (stereo not given)	7%[57.1 µM]	14%	-6%	4%	1%	-7%	-19%	1%	46%[activator]
Cn1c(N)c(C(=O)COC(=O)CC(NC(=O)c2ccccc2Cl)c2ccccc2)c(=O)n(C)c1=O (stereo not given)	27%[57.1 µM]	-8%	14%	0%	0%	-17%[57.1 µM]	-35%	0%	3%
COc1ccc(OC)c(CNn2c(-c3ccccc3F)nc3ccccc3c2=O)c1	18%[57.1 µM]	-6%	0%	u	-49%	-30%	0%	-2%	-20%
CC(C)(C)OC(=O)N(CCc1ccccc1)Cc1ccc(OCc2cccc(NC(=O)C3CCC3)c2)cc1	14%	-2%	-9%	-1%	15%	-9%	12%	-3%	43%[activator]
CC(C)C[C@H]1CNC(=O)C(=O)N1C[C@H](C)NC(=O)Cc1ccccc1	7%	3%	8%	-3%	21%	-11%	-1%	-8%	33%
Cc1c(C)c2cc(Cl)c(OCC(=O)N3CCN(c4ccc(F)cc4)CC3)cc2oc1=O	23%	-6%	-4%	1%	2%	10%	-1%	-7%	31%[activator]
N=c1oc2ccc(Cl)cc2cc1C(=O)Nc1ccc(F)cc1	-1%[57.1 µM]	-12%	-2%	5%	0%	1%	0%	-1%	25%
CC1=NN(c2ccccc2)C(=O)/C1=C\C=C1/N(C)c2ccccc2C1(C)C	-8%	9%	28%	u	8%	32µM*	u	-4%	u
COc1ccc(C2OC34CCCCC3C(C#N)(C#N)C2(C#N)C(=N)O4)cc1 (stereo not given)	u	14%	-9%	u	-3%	-22%	-20%	-10%	33%
CCn1cnc2cc(NS(=O)(=O)c3ccc(C)cc3)ccc21	7%[57.1 µM]	6%	8%	-2%	-7%	-14%	-24%	i	22%
c1ccc(-c2ccccc2OCCCCN2CCCCC2)cc1	8%[57.1 µM]	1%	0%	-9%	8%	40µM*	-36%	-11%	-33%
COc1ccc2c(c1)c1c(c(=O)n(Cc3ccccc3)c(=O)n1CC(=O)Nc1ccccc1F)n2C	15%	5%	2%	-1%	40%	-7%	-27%	8%	19%
O=C(NS(=O)(=O)Oc1ccc(Cl)cc1)OC[C@@H]1CCCN2CCCC[C@H]12	-7%	9%	1%	5%	19%	7%	-27%	-9%	41%[activator]
Cc1cccc(C)c1Nc1c(-c2ccc(O)cc2)nc2sccn12	2%	27%	-3%	-3%	-50%	45µM*	20µM*	-4%	16µM*
CN1c2ccccc2C(O)=C(C(=S)Nc2ccc(F)c(Cl)c2)S1(=O)=O	u	u	6%	-5%	-33%	u	1%	i	u
COC(=O)c1cc2sccc2n1CC(=O)N(C)c1ccccc1	19%	-4%	0%	2%	-8%	-19%	-10%	-10%	19%
O=C(CN1C(=O)C(=O)N(Cc2ccco2)C1=O)c1c[nH]c2ccccc12	14µM*	1%	4%	-15%	-8%[56.9 µM]	-21%	-24%	6%	18%
Cc1noc(C)c1COc1cccc(C(=O)N(C)Cc2nc3ccccc3c(=O)[nH]2)c1	13%	2%	-1%	3%	-2%	-6%	13%	-8%	24%
COc1ccc(CC(=O)N/N=C(\C)c2ccccn2)cc1	5%[57.1 µM]	4%	7%	-2%	-7%	89µM*	x	1%	59%[activator]
N/C(=N\OC(=O)COc1ccc(Cl)cc1Cl)c1ccccn1	13%	16%	-16%	12%	-33%	2%	0%	-12%	28%
Cc1ccc(C)c(C(=O)CN2C3=NCCCN3c3ccccc32)c1	7%	26%	x	6%	8%	-19%	0%	-9%	22%
CC1(C)CC(=O)c2cc(OCC(=O)NCC3CCCO3)ccc2O1 (stereo not given)	-10%	1%	3%	-2%	12%	-9%	-1%	i	3%
O=C(NCc1ccccc1)c1ccc(NC2=NC3CS(=O)(=O)CC3S2)cc1 (stereo not given)	18%[57.1 µM]	-12%	-3%	18%	-23%	8%	x	6%	33%
O=c1c2ccccc2nc(SCc2nnc(-c3ccccc3)o2)n1-c1ccc(F)cc1F	19%[57.1 µM]	6%	8%	25%	u	-15%	0%	-7%	18%
Cc1ccc(N2CC(C(=O)Nc3ccccc3C(=O)NC3CCCCC3)CC2=O)cc1 (stereo not given)	-1%[57.1 µM]	0%	-5%	-13%	45%	-10%	0%	2%	30%
CC(=O)NC(CC(=O)NCCCn1ccc2ccccc21)c1ccccc1 (stereo not given)	2%[57.1 µM]	-5%	-1%	2%	-41%	-11%	-11%	i	51%[activator]
O=C(CCc1ccccc1)NNC(=O)c1ccccn1	10%	4%	5%	-8%	24%	-17%	13%	-9%	39%[activator]
COC(=O)[C@H](C)NC(=O)Nc1ccc(S(N)(=O)=O)cc1	22%	-9%	x	0%	4%	-9%	-24%	-2%[11.5 µM]	33%[activator]
CC(=O)Nc1ccc2c(c1)CCCN2C(=O)c1ccccc1	-10%	1%	-17%	-15%	2%	3%	0%	-4%	28%
CCOc1ccc(CCNC(=O)Cn2ncn3c(cc4ccccc43)c2=O)cc1OCC	28%	-1%	-2%	-2%	11%	2%	0%	-9%	23%
CSc1nc(N)nc(C2CC2)n1	18%[57.1 µM]	4%	0%	6%	-6%	-6%	251%[activator]	-3%	29%
CCOC(=O)C1CCCN(C(=O)c2cc(CN3C(=O)c4ccccc4C3=O)ccc2OC)C1 (stereo not given)	9%	0%	0%	-4%	-16%	-15%	8%	i	-3%
COc1ccc(S(=O)(=O)c2c(Nc3c(C)cccc3C)sc(C(=O)c3ccc(F)cc3)c2N)cc1	-1%[57.1 µM]	4%	5%	1%	-11%	u	-27%	i	6%[57 µM]
CSCc1nc2sc(C(=O)Nc3nc(C)cs3)c(C)c2c(=O)[nH]1	-13%	3%	26%	u	-17%	-14%	32%[activator]	1%	36%
Cc1[nH][nH]c(=O)c1N=Nc1ccccc1Cl	5%[57.1 µM]	-1%	6%	7%	23%	-21%	u	-4%	-8%
Cc1cccn2c(=O)c3cc(C(=O)NCC4CCCO4)c(=N)n(C4CCCC4)c3nc12 (stereo not given)	132%[activator]	-4%	1%	-8%	-16%	-24%	-5%	-7%	-9%
Cc1ccc2nc(/C(C#N)=C\c3ccc(Oc4ccc([N+](=O)[O-])cn4)cc3)[nH]c2c1	-11%	5%	-5%	34%[activator]	20%	-16%	-11%	-3%	10%
O=[N+]([O-])c1ccc(C2=CSC3=NCCN23)cc1	11%[57.1 µM]	2%	8%	0%	u	-17%	u	-2%	40%[activator]
